FBW7 act: human FBW7 E3 ligase activation, primary screen | Q969H0 | AlphaScreen FBW7–phospho-cyclin E peptide binding, activator screen | normalized activity (activation), % at 26.1 µM | 650,000 compounds, 0.13% hits | AID 1259310; in the data active means normalized activity above about 1.9%;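 further: purified mutant Fbw7 with reduced substrate affinity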
GPR151 activ: activates the human receptor GPR151; PathHunter beta-arrestin GPR151 cells, luminescence; activation, % at 11.2 µM; Q8TDV0; 650,000 compounds, 1% hits; in the data active means activation above about 4.9%;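 further: 0% = median of compound wells and 100% = cells with positive control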
Target sequence (Q8TDV0 whole entry, looked up): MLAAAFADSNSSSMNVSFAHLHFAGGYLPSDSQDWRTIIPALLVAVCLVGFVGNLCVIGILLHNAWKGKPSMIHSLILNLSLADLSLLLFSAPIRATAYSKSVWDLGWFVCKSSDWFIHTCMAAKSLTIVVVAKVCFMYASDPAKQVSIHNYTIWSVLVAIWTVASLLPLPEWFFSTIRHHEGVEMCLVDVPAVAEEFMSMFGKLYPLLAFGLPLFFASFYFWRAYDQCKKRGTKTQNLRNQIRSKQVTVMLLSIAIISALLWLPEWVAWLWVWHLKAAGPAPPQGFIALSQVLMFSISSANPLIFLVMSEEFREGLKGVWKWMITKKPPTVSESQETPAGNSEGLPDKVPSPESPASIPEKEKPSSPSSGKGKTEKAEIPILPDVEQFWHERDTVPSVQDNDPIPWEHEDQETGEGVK
TEAD-YAP inh: TEAD-YAP interaction inhibition. 640,000 compounds, 1.4% hits. inhibition, % at 9.12 µM. AID 1259422. HEK-TIYL cells, TEAD-Gal4/YAP UAS-luciferase luminescence; in the data active means inhibition above about 32%;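 further: 0% = median of test compound wells and 100% = reference inhibitor wells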
MITF inh: inhibitors of human MITF; AlphaScreen MITF homodimerization, bead proximity signal; 650,000 compounds, 0.91% hits; O75030; inhibition, % at 2.6 µM; AID 1259374; in the data active means inhibition above about 50%;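 further: 0% = vehicle wells with protein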
Target sequence (O75030 whole entry, looked up): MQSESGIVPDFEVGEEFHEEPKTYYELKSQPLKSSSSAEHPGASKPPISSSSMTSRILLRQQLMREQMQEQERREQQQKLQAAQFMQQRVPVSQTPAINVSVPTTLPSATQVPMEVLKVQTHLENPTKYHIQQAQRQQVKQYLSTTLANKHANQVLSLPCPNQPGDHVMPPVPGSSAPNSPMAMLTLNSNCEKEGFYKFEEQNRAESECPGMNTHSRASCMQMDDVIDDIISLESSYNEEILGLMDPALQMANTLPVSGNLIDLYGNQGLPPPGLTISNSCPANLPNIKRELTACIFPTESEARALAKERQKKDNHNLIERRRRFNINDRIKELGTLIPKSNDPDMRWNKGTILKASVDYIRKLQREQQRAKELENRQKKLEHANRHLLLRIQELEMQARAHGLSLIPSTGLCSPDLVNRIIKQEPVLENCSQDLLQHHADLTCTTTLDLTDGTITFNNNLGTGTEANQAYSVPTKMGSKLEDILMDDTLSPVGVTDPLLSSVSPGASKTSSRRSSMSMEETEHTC
An asterisk follows results filed as active; & = joins results of further samples.

SMILES	FBW7 act	GPR151 activ	TEAD-YAP inh	MITF inh
CCn1c(C(=O)O)c(CNCc2ccc(Cl)cc2)c2ccccc21	0.4	-1.3	-1	-8
NS(=O)(=O)c1cc(C2(O)NC(=O)c3ccccc32)ccc1Cl (centres undefined)	0.0&-0.2&0.2	-1.0&1.6&1.4	-11	-3&-2&3
COc1ccccc1NC(=S)N(Cc1ccccc1)Cc1ccccn1	-0.2	2.0	6	15
COc1cccc(CN2CCN(C(=S)NCC3CCCO3)CC2)c1 (centres undefined)	0.1	1.7	5	2
C=CCc1c(C)c(C#N)c2nc3ccccc3n2c1NCCOCCO	0.1	-1.9	-2	4
O=S(=O)(NCC(c1ccsc1)N1CCCC1)c1cccc2ccccc12 (centres undefined)	-0.2	-0.3	-11	4
O=C(NCCc1nnc2n1CCN(Cc1cccc(F)c1)CC2)C1CCC1	-0.1	1.4	0	1
O=C(CCc1ccccc1)Nc1ccnn1C1CCN(Cc2ccc(F)c(F)c2)CC1	0.1	-1.9	-4	15
CCCC(=O)Oc1ccc(C2C(C#N)=C(N)OC3=C2C(=O)CCC3)cc1 (centres undefined)	0.0	1.4	4	-2
O=C(C[n+]1cccc2ccccc21)c1cc2ccccc2oc1=O	0.0	0.5	-11	-1
O=c1[nH]cc(S(=O)(=O)NCc2ccc(F)cc2)c(=O)[nH]1	-0.1	-1.6	-1	21
CCOCCCNC(=O)c1ccc(Cl)cc1[N+](=O)[O-]	0.0	1.6	-27	14
Cc1cc(OCCCCNCCO)ccc1C(C)C	0.1	-1.1	3	62*
NC(=O)c1cc2cc(Cl)ccc2oc1=Nc1cccc(F)c1	-0.4	0.7	-36	0
O=C(NCC1CCCN(Cc2cccc(OCCO)c2)C1)c1ccc(F)cc1 (centres undefined)	0.1	-0.5	2	15
CCN(CC)S(=O)(=O)c1cc(C(=O)Nc2ccccc2C(=O)O)c(Cl)cc1Cl	-0.2	-0.2	11	-11
CCOC(=O)c1cnc2ccc(OCC)cc2c1N1CCC(C(N)=O)CC1	-0.2	-0.7	11	10
Fc1c(F)c(F)c(/C=C/CN2CCOCC2)c(F)c1F	0.3	-0.6	4	-9
Cc1ccc(/C(O)=C2/C(=O)C(=O)N(CCCN(C)C)C2c2ccc(F)cc2)cc1 (centres undefined)	0.2	2.1	5	-15
O=C(C1CCCN1S(=O)(=O)c1cccs1)N1CCN(c2nc3c(F)cc(F)cc3s2)CC1 (centres undefined)	1.1	1.3	9	10
O=C(Nc1ccc(-c2nc3ccccc3[nH]2)cc1)c1ccc(S(=O)(=O)N2CCCCC2)cc1	0.0	1.9	-23	-6
Cc1cc(C(=O)O)sc1-c1ccccc1	0.1	-2.0	-3	8
Cc1ncn(-c2ccc(Nc3cc(-c4noc(C)c4-c4cnn(C)c4)ccn3)cc2)n1	0.8	-1.3	9	9
O=C(CCCN1C(=O)c2ccccc2C1=O)Nc1ccccc1-c1ccccc1	0.1	-1.7	-2	15
CCOC(=O)c1c(-c2cccc([N+](=O)[O-])c2)csc1N	-0.1	0.2	2	5

Some entries already given, showing only GPR151 activ, FBW7 act and TEAD-YAP inh.
Compound	GPR151 activ	FBW7 act	TEAD-YAP inh
Fc1c(F)c(F)c(/C=C/CN2CCOCC2)c(F)c1F	-0.6	0.3	4
Cc1ccc(/C(O)=C2/C(=O)C(=O)N(CCCN(C)C)C2c2ccc(F)cc2)cc1 (centres undefined)	2.1	0.2	5
O=C(C1CCCN1S(=O)(=O)c1cccs1)N1CCN(c2nc3c(F)cc(F)cc3s2)CC1 (centres undefined)	1.3	1.1	9
O=C(Nc1ccc(-c2nc3ccccc3[nH]2)cc1)c1ccc(S(=O)(=O)N2CCCCC2)cc1	1.9	0.0	-23
Cc1cc(C(=O)O)sc1-c1ccccc1	-2.0	0.1	-3
Cc1ncn(-c2ccc(Nc3cc(-c4noc(C)c4-c4cnn(C)c4)ccn3)cc2)n1	-1.3	0.8	9

Copied from the results shown (2 entries):
SMILES	FBW7 act	GPR151 activ	TEAD-YAP inh	MITF inh
O=C(CCCN1C(=O)c2ccccc2C1=O)Nc1ccccc1-c1ccccc1	0.1	-1.7	-2	15
CCOC(=O)c1c(-c2cccc([N+](=O)[O-])c2)csc1N	-0.1	0.2	2	5

The list continues.
SMILES	FBW7 act	GPR151 activ	TEAD-YAP inh	MITF inh
Nc1ccc(-c2cnn3c(NCCc4cccnc4)ccnc23)cc1	-0.9	0.2	19	6
CCc1ccc(CN2CCN(S(C)(=O)=O)CC2)cc1	0.1	0.7	16	41
CCCC(=O)N1c2ccccc2-c2nnc(SC)nc2OC1c1ccccn1 (centres undefined)	-0.1	3.5	-1	-2
CCCS(=O)(=O)NCCc1cc2c(C)ccc(C)c2[nH]c1=O	0.2	0.7	1	9
Cc1nonc1CNC1CCN(c2ccc(NC(=O)c3cnccn3)cc2)CC1	0.0	0.3	0	-7
O=C(Nc1ccc(Br)cc1)C(=O)c1c[nH]c2ccccc12	0.0	-1.2	-71	0
COc1ccc(NC(=S)NNC(=O)c2ccccc2-n2cccc2)c(OC)c1	-0.3	-1.0	8	11
COc1ccc(C(=O)c2oc3cc(NC(=O)C4CC4)ccc3c2C)cc1OC	0.1	-1.4	11	9
COc1cc(NC(=O)CN2C(=O)c3ccccc3C2=O)ccc1O	0.0	0.8	-6	15
O=S(=O)(Nc1ccccc1)c1ccc(NS(=O)(=O)c2ccc3ccccc3c2)cc1	-0.1	-1.2	2	3
Cc1ccc(-n2cc(C(=O)NCc3ccccn3)c3ccccc3c2=O)cc1C	-0.2	-0.5	10	9
CCN(CC)C(=O)CCN(N)C1=NS(=O)(=O)c2ccccc21	-0.1	-1.8	5	13
N=C1SCCN1CC(=O)O	0.1	1.5	5	-3
Cc1ccc(CNC(=O)CCC2CCCN(Cc3cccc4c3OCO4)C2)o1 (centres undefined)	0.0	1.2	6	0
COc1cccc(OC)c1C(=O)OCC(=O)NC1CC1	0.0	0.0	1	-5
N#C/C(=C(/O)COc1ccccc1)c1nc2ccccc2s1	0.0	0.3	0	7
CC(C)(C)C(=O)N1CCc2ccc(NC(=O)C3CC(=O)N(c4ccccc4)C3)cc21 (centres undefined)	-0.2	1.9	1	18
CCOCCOC(=O)C1=C(C)NC2=C(C(=O)CC(c3cccs3)C2)C1c1cccc(Cl)c1Cl (centres undefined)	0.4	0.1	4	7
CC(C)Cn1c(CN2CCN(Cc3ccccc3)CC2)nc2c1c(=O)n(C)c(=O)n2C	0.1	0.0	2	-8
Cc1nc2ccc(C(=O)NCc3ccco3)cc2nc1C	0.1	-0.5	1	3
CCOC(=O)CNC(=O)c1ccc([N+](=O)[O-])cc1SCC	-0.1	-1.9	-2	-3
Cc1ccccc1CSc1nc(-c2cccs2)ccc1C#N	-0.1	0.4	53*	-6
CCc1ccc(N2C(=O)NC(=O)/C(=C/c3cc(OC)c(O)c(OC)c3)C2=O)cc1	-0.1	0.7	-1	-12
COCc1ccc(C(=O)NCc2nnc3n2CCN(Cc2cc(C)ccc2C)CC3)o1	0.2	-0.7	-19	17
COc1ccc(C2(C(=O)NCc3nc(-c4cccnc4)n[nH]3)CCCCC2)cc1	-0.2	-1.1	5	-11

Brought forward from above: 4 entries, then new ones.
SMILES	FBW7 act	GPR151 activ	TEAD-YAP inh	MITF inh
Cc1ccccc1CSc1nc(-c2cccs2)ccc1C#N	-0.1	0.4	53*	-6
CCc1ccc(N2C(=O)NC(=O)/C(=C/c3cc(OC)c(O)c(OC)c3)C2=O)cc1	-0.1	0.7	-1	-12
COCc1ccc(C(=O)NCc2nnc3n2CCN(Cc2cc(C)ccc2C)CC3)o1	0.2	-0.7	-19	17
COc1ccc(C2(C(=O)NCc3nc(-c4cccnc4)n[nH]3)CCCCC2)cc1	-0.2	-1.1	5	-11
CCOC(=O)N1CCc2c(sc(NC(=O)c3ccc(OC)cc3)c2C(=O)OC)C1	0.1	0.0	3	12
O=C(CN1CCN(Cc2ccccc2)C1=O)NCCCN1CCOCC1	-0.1	1.4	8	-10
CCOc1cc(N2CCCC2)ccc1[N+](=O)[O-]	0.7	-0.4	9	5
CCCc1cc(Nc2cccc(F)c2)n2ncnc2n1	0.5	2.9	-7	-4
Cc1cc(C)nc(N2C(=O)c3ccccc3C2=O)n1	0.1	0.4	3	-3
O=C(Cn1ncc2c1-c1ccccc1OC2)N1CCOCC1	-0.1	0.7	1	2
COc1ccc(-c2noc(CCC(=O)Nc3ccc(C)cc3)n2)cc1	-0.1	2.1	-12	-2
COc1ccc2c(c1)SC(C)C(=O)N2Cc1ccccc1 (centres undefined)	-0.1	0.5	-5	-21
COc1ccc(C2NC(=O)NC(C)=C2C(=O)Nc2cccc(C)c2C)cc1 (centres undefined)	-0.1	1.8	16	-3
O=C(O)c1ccc2c(=O)n(-c3ccccc3)c(=O)[nH]c2c1	-0.1	0.9	3	-1
Cc1ccccc1OCC(=O)Nc1ccc(N2CCOCC2)c(Cl)c1	0.8	-2.1	-14	23
Cc1ccc(C(=O)N2CCN3C(=O)[C@H](Cc4ccc(Cl)cc4)NC(=O)[C@H]3C2)cc1F	0.6	-0.8	3	1
CCOC(=O)c1ccc(-n2c(C)cc(/C=C3\NC(=O)NC3=O)c2C)cc1	-0.3	-1.2	9	6
COCCn1c(=O)c(=O)n(Cc2ccc(C(=O)OC)cc2)c2cc(C(F)(F)F)ccc21	-0.1	4.0	-30	4
CCCc1cc(C(=O)Nc2cc(C)ccc2O)no1	0.0	-1.0	-60	-2
O=C(O)c1cccc(-c2ccc(/C=N/n3cnnc3)o2)c1	0.1	1.6	0	19
c1ccc(OCCNc2nc(Nc3cccnc3)nc3c2ncn3-c2ccsc2)cc1	-0.3	-1.6	23	8
CCOC(=O)C1=C(C)Nc2nc(SC)[nH]c(=O)c2C1c1cccc(F)c1 (centres undefined)	0.8	-0.9	9	5
O=S(=O)(Nc1cccc(-c2ccc(N3CCCC3)nn2)c1)c1ccc2ccccc2c1	-0.1	0.5	-5	-8
C=CCNCCC1CCC(=O)N1C(C)c1ccc2cc(OC)ccc2c1 (centres undefined)	0.5	-0.7	0	20
Cc1nccn1CC(O)COc1ccccc1Br (centres undefined)	0.4	0.2	26	8
Cc1sc2nc(CSc3nnc(NCc4ccccc4)s3)[nH]c(=O)c2c1C	-0.1	1.9	1	1
Cc1ccc(C(C)C)cc1C(=O)CC1(O)C(=O)N(C)c2ccccc21 (centres undefined)	-0.1	0.3	-5	9
O=C1NC(C(F)(F)F)(C(F)(F)F)N=C2SC=C(C3CC3)N12	0.2	1.7	11	-6
Cc1ccc(NC(=O)N[C@H]2C[C@H]3C(=O)N[C@@H](CC(C)C)C(=O)N3C2)cc1Cl	0.1	0.7	2	1

In another format: four of the compounds above
mol | FBW7 act | GPR151 activ | TEAD-YAP inh | MITF inh
COc1ccc2c(c1)SC(C)C(=O)N2Cc1ccccc1 (centres undefined) | -0.1 | 0.5 | -5 | -21
CCOC(=O)C1=C(C)Nc2nc(SC)[nH]c(=O)c2C1c1cccc(F)c1 (centres undefined) | 0.8 | -0.9 | 9 | 5
Cc1nccn1CC(O)COc1ccccc1Br (centres undefined) | 0.4 | 0.2 | 26 | 8
CCCc1cc(C(=O)Nc2cc(C)ccc2O)no1 | 0.0 | -1.0 | -60 | -2

Next records
SMILES	FBW7 act	GPR151 activ	TEAD-YAP inh	MITF inh
CCCCN(C)C(=O)CSc1nc(NCCc2ccccc2)c2ccccc2n1	0.0	0.3	8	-7
c1cncc(CNc2c3c(nc4nc5ccccc5n24)CCC3)c1	1.1	0.2	9	12
Cc1ccnc(SCc2cc(=O)c(OC(=O)c3cc(Br)ccc3Cl)co2)n1	0.1	-1.8	-8	19
COC(=O)c1ccccc1NC(NC(=O)c1ccco1)C(=O)c1ccc(Cl)cc1 (centres undefined)	0.1	-0.5	-19	-6
CC(=O)c1cc(CN2CCc3c(cccc3NC(=O)c3ccncc3)C2)cs1	-0.1	0.8	2	7
O=C(Nc1ccc(N2CCC(NCCn3cccn3)CC2)cc1)c1cnccn1	0.4	-0.1	-11	6
CC1=Nc2ccc(C)cc2/C1=C/c1sc(=S)[nH]c1O	1.0	-0.9	11	11
COc1ccc(N2CCN(C(c3cccs3)C(C)NS(C)(=O)=O)CC2)cc1 (centres undefined)	0.0	0.9	-2	15
O=C(CN1C(=O)c2ccccc2C1=O)NCc1ccco1	-0.1	-0.9	1	0
COc1cc([C@@H]2C[C@H]3CN(C)C(=O)[C@]34CCCN24)ccc1F	0.6	-1.0	2	-6
CCOc1cc(C=O)cc(I)c1OCC(=O)OC	-0.2	0.2	-3	-5
O=C(Nc1ccc(Br)cc1F)c1cnc2ccccn2c1=O	-0.2	1.1	-29	11
CC(=O)N1CCSc2cc(S(=O)(=O)N3CCCCC3)ccc21	-0.1	-0.2	1	-3
COC(=O)CN(c1nc(C)cc(OC)n1)S(=O)(=O)c1ccc(C)cc1	0.0	1.9	-2	0
Cc1cccc(Cn2c(NCCN(C)C)nc3c2c(=O)n(C)c(=O)n3C)c1	0.0	-1.2	-13	-5
Cc1ccc(Nc2nc(N)nc(CSc3nc4ccccc4[nH]3)n2)cc1	0.1	1.3	-22	8
CC(=O)c1cc(Cl)cc(CCl)c1O	-0.1	-2.2	2	-9
COCCNC(=O)c1ccc2c(c1)nnn2C	0.0	1.5	-5	6
Cc1ccc(C(=O)OCc2csc(-c3ccccc3)n2)s1	0.2	4.3	-20	-3
CCn1nc(C)c(CN2CCC3(CC2)CC3C(=O)Nc2cc(C)cc(C)c2)c1C (centres undefined)	-0.1	2.6	6	-16
Nc1cc(=O)[nH]c(SCc2nc3ccccc3n2Cc2ccccc2)n1	-0.3&-0.1&-0.1	4.2&1.3&-0.3	11&-7&7	2&-11&-1
Cc1cccc(-c2noc(CN(C(=O)c3ccccc3F)C(C)C)n2)c1	0.3	0.0	5	13
Cc1ccc(C(=O)Nc2ccc(N3CCCCS3(=O)=O)cc2)cc1	0.2	1.8	-47	5
